# Screening data from PubChem.
# Neddylation inh – inhibitors of cullin neddylation, primary screen, biochemical, TR-FRET, uHTS, NAE and Ubc12; NEDD8-conjugating enzyme Ubc12 (Homo sapiens) + NEDD8-activating enzyme E1 regulatory …; calls only at 25 µM; actives 0.58% (n = 360,000); AID 651699, 2012; in the data active = inhibition above about 36%
# bovine MsrA act – bovine MsrA enzyme activators, primary screen, biochemical, absorbance, HTS | activation, % at 10.6 µM | actives 0.3% (n = 360,000) | purified bovine MsrA, absorbance read-out | Methionine sulfoxide reductase A (Bos taurus); in the data active = activation above about 7.5%;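 also: 0% = vehicle and 100% = reference activator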
# TbMetRS inhib – T. brucei MetRS inhibitors, primary screen, biochemical, luminescence; inhibition, % at 11.9 µM; methionyl-tRNA synthetase (Trypanosoma brucei brucei); actives 0.4% (n = 360,000); AID 624268, 2012; purified T. brucei MetRS, ATP depletion, Kinase-Glo luminescence;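 active = inhibition above a per-plate cutoff of the control wells' mean inhibition plus 3 SD, cut at about 5.5% in these data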;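 also: 0% = DMSO wells median and 100% = median of wells with control inhibitor compound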
#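 Material: parasite MetRS enzyme / Replication: singlicate, one well per compound / Signal: luminescence of leftover ATP / Schedule: 2 h aminoacylation at 25 °C after 15 min preincubation / Medium: HEPES-MgCl2-KCl buffer plus DTT, spermine, BSA, pyrophosphatase / Doses: 11.9 µM single point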
# FAS-TE inh – FAS thioesterase domain inhibitors, primary screen, biochemical, fluorescence intensity, uHTS; Fatty acid synthase (Homo sapiens), P49327; inhibition, % at 15 µM; AID 602261, 2012; recombinant FAS-TE, OMFH fluorogenic substrate, fluorescence endpoint; actives 0.67% (n = 360,000);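 active = compounds whose normalised, plate-corrected inhibition of enzyme fluorescence in the single-dose primary screen is 50% or more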;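 also: 0% = DMSO with enzyme and 100% = substrate without enzyme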
# MsrA inhibitor – bovine MsrA enzyme inhibitors, primary screen, biochemical, absorbance, HTS | actives 0.75% (n = 360,000) | inhibition, % at 15.5 µM | Methionine sulfoxide reductase A (Bos taurus) | purified bovine MsrA, absorbance read-out; in the data active = inhibition above about 4.5%;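 also: 0% = vehicle wells with enzyme and 100% = reference inhibitor wells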
# MLLE-PAM2 inh – inhibitors of PABP1 MLLE–PAM2 peptide binding, primary screen, biochemical, fluorescence polarization, FITC-PAM2, GST-MLLE; actives 0.36% (n = 360,000); AID 588489, 2011; Polyadenylate-binding protein 1 (Homo sapiens), P11940; inhibition, % at 20 µM; in the data active = inhibition above about 35%, passing the limit was not always enough;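 also: plate controls were DMSO wells with GST-MLLE for no effect and wells lacking GST-MLLE protein for full effect; some results filed as inactive read as strong as hits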
# Target sequence (P11940 whole entry, looked up): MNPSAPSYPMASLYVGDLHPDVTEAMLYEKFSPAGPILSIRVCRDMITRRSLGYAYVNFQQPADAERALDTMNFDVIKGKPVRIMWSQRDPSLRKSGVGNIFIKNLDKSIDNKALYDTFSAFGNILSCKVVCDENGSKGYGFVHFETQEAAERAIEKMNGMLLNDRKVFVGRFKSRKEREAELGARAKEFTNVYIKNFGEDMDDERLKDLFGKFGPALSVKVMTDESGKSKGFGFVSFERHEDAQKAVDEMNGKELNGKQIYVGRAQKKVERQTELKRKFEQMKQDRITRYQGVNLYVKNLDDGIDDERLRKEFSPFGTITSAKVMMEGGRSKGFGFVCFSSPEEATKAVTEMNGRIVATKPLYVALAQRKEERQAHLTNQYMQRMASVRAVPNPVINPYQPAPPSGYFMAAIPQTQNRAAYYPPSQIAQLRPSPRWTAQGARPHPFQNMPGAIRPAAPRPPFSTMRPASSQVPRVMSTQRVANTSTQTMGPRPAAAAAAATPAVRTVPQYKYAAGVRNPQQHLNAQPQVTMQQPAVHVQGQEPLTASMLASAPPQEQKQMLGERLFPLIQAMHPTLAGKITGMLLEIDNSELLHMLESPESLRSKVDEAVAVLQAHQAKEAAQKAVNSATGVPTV
# Rin1 Abl inh – inhibitors of Rin1-Abl protein binding, primary screen, biochemical, TR-FRET; Tyrosine-protein kinase ABL1 (Homo sapiens) + Ras and Rab interactor 1 (Homo sapiens), …; inhibition, % at 7.35 µM; actives 0.4% (n = 360,000); in the data active = inhibition above about 5%, passing the limit was not always enough
# CSN inh – inhibitors of CSN-mediated cullin deneddylation, primary screen, biochemical, fluorescence polarization, uHTS; actives 0.38% (n = 360,000); Purified CSN, SCF-Nedd8-OG deneddylation; inhibition, % at 12.5 µM; AID 651999, 2013;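 active = pattern-corrected inhibition above about 35%, with an unprinted fluorescence ratio check between 0.5 and 1.5, limit read from the data, passing the limit was not always enough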;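 also: 0% = enzyme with substrate and 100% = substrate without enzyme; some results filed as inactive read as strong as hits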
# Target sequence (Q92905 whole entry, looked up, one chain of several): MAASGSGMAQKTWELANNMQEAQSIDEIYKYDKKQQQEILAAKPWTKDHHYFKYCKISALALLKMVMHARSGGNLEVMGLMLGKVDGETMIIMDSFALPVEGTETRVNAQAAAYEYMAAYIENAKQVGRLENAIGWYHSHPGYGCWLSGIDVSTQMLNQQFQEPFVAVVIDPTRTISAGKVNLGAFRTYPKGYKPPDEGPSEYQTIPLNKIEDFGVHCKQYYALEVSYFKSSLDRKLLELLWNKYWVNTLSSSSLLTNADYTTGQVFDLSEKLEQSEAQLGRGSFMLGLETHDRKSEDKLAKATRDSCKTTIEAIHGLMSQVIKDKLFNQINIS
#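 Schedule: reaction 90 min, room temperature / Assay system: HEK293T-derived human Csn5 enzyme / Input: Csn5 at 0.24 nM final / Measure: inhibition of Csn5 cleavage, % / Control set: substrate-only high control, full reaction low control / Technique: fluorescence polarization of the substrate / Buffer or medium: Tris/NaCl/DTT buffer, pH 7.5 / Reagent: SCFSkp2-Nedd8OG substrate at 10 nM final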
# eLon inh – inhibitors of E. coli Lon protease, primary screen, biochemical, fluorescence polarization; P0A9M0; purified E. coli Lon protease; inhibition, % at 7.94 µM; actives 0.42% (n = 360,000); in the data active = inhibition above about 13%, passing the limit was not always enough;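 also: 0% = enzyme with probe and DMSO and 100% = no enzyme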
# * = called active by the depositor; i = inactive; x = not tested or not shown; + = active, no number.
SMILES,Neddylation inh,bovine MsrA act,TbMetRS inhib,FAS-TE inh,MsrA inhibitor,MLLE-PAM2 inh,Rin1 Abl inh,CSN inh,eLon inh
O=C(CC1C[C@H](C(=O)N2CCCCC2)[C@@]2(CCc3ccccc3)c3[nH]c4ccccc4c3CCN2C1=O)NCCC1=CCCCC1 (stereo partly drawn),i,-6,-0.5,3,-0.3,0,-4,-2,-1
COC(=O)COC(=O)c1ccc(-n2nnnc2SC)cc1,i,-1,-0.3,-5,-0.9,10,-3,2,-7
CC(=O)Nc1ccc(S(=O)(=O)NCCC(=O)OCc2nc(N)nc(Nc3ccccc3C)n2)cc1,i,-2,-0.4,-4,x,-1,0,-1,-16
COc1cc(C(=O)OCC(=O)Nc2ccc(SC(F)F)cc2)cc(OC)c1OC,i,0,0.2,11,-0.2,5,1,-9,-4
CNC(=O)C(NC(=O)Nc1ccc(C)cc1)C(C)(C)C (stereo not drawn),i,-2,-0.3,0,-0.9,-7,-1,0,-5
Cn1c(=O)oc2cc(NC(=O)CCl)ccc21,i,-14,-1.1,-2,-0.5,-12,1,3,11
O=C(c1ccc2c(=O)n3c(nc2c1)CCCCC3)N1CCN(C(c2ccccc2)c2ccccc2)CC1,i,-1,-0.7,29,-0.6,10,0,3,-4
CCCCCC1CCC(C(=O)NCCN2CCOCC2)CC1 (stereo not drawn),i,-1,-1.2,-6,0.6,21,-1,-1,5
CCN(CC)CCNc1ccc(CO)c2oc3ccccc3c(=O)c12,i,0,0.2,-7,0.8,-5,-18,-3,-18
COc1ccccc1CNC(=O)c1ccc(Cl)c(NC2=NC3CS(=O)(=O)CC3S2)c1 (stereo not drawn),i,-5,-0.3,-8,0.7,-116,0,-1,-12
Cn1c(COc2ccccc2)nnc1SCC(=O)Nc1ccc(N2CCOCC2)c(Cl)c1,i,-3,-0.8,-2,0.6,2,3,1,-1
CCOC(=O)Cn1nc(C)c(NC(=O)c2cccc([N+](=O)[O-])c2)c1C,i,-4,-0.2,-4,1.0,-6,-3,-2,-3
C(=N\N=C\c1ccncc1)/c1ccncc1,i,-1,-0.3,-4,0.0,2,1,-3,-10
C[C@H](N)c1nnc(SCC(=O)c2ccc(Cl)cc2)o1,i,-10,-0.8,-6,-0.8,9,1,-2,-4
O=C(C[n+]1cc(Br)cc2ccccc21)c1ccc(F)cc1,i,-3,-0.5,-11,0.3,-41,-3,13,-40
COc1ccc2ccccc2c1/C=N/NC(=O)CC1(C)OCCCO1,i,-3,0.3,-9,1.9,4,-5,-6,1
Cc1ccccc1OCCSCc1nc2ccccc2[nH]1,i,-8,6.2*,7,-1.6,9,-3,-9,-3
CCC(=O)N(c1nnc(SCC(=O)NN2C(=O)NC3(CCCCC3)C2=O)s1)C1CC1,i,-2,-0.1,-3,-0.6,2,3,-3,-5
COc1ccccc1/C=N/n1c(N)c(C(=O)NC2CCCCC2)c2nc3ccccc3nc21,x,-10,-0.6,15,0.4,-5,1,4,-4
COc1ccc(C2=NN(Cc3ccccc3)C3C(=O)NC(=O)C23)cc1 (stereo not drawn),i,-3,0.2,2,2.0,-2,0,4,-7
CCN(CC)c1ccc(N)cc1S(=O)(=O)Nc1ccccc1OC,i,-2,-0.4,0,0.8,7,-2,5,0
CCCn1c(SCC(=O)c2c(N)n(C3CC3)c(=O)[nH]c2=O)nc2cc(S(N)(=O)=O)ccc21,i,-2,0.1,-5,1.1,-55,3,0,-7
O=C(CSc1nncs1)N1c2ccccc2Sc2ccccc21,i,-6,-1.5,0,0.9,-10,5,1,-6
Cc1ccc(SCC(=O)NCC(C)C)cc1,i,0,-0.7,-2,0.1,-10,3,3,5
NS(=O)(=O)c1ccc(CCNC(=O)C2COc3ccccc3O2)cc1 (stereo not drawn),i,-1,-0.3,-2,2.5,4,-1,-5,4
O=C(O)c1ccc2c(=O)n(-c3ccc(F)c(Cl)c3)c(=S)[nH]c2c1,i,-4,0.6,-6,-1.1,5,-3,4,-1
CS(=O)(=O)Nc1ccccc1C(=O)Nc1cccc(Cl)c1,+,-1,-0.1,-4,-0.2,9,3,0,-6
CC1=NNC(=O)C1CCC(=O)N/N=C(/C)c1ccc([N+](=O)[O-])cc1 (stereo not drawn),i,-14,-1.0,-9,2.6,0,0,5,0
CCOC(=O)c1[nH]c2ccc(F)cc2c1NC(=O)c1cc(OC)c(OC)c(OC)c1,i,-2,-0.2,11,1.2,-7,-5,4,-11
Oc1cccc2cc3cccc(O)c3c(O)c12,i,0,0.3,7,x,40,0,-32,10
NS(=O)(=O)c1ccccc1NC(=S)Nc1ccccc1S(N)(=O)=O,i,-3,-1.1,-16,-0.3,-4,0,-2,-1
C=CCn1c(SCC(=O)Nc2c(C)n(C)n(-c3ccccc3)c2=O)nc2sc(C)c(C)c2c1=O,i,2,0.0,0,-0.2,6,0,-9,-4
CCOC1=C2CN(S(=O)(=O)c3ccc(C)cc3)[C@@H](c3ccc(CC)cc3)C[C@H]2[C@H]2C(=O)N(c3ccccc3)C(=O)[C@H]2C1,i,-1,0.3,72*,-0.9,-4,3,0,-1
COc1ccccc1Cc1c(-c2ccc(C#N)cc2)nc2c(C)cc(Br)cn12,i,0,-0.5,24,0.1,-25,-136,8,-16
CCCCCCN1CCN(C2CN(Cc3cn(Cc4ccc(C)cc4)nn3)S(=O)(=O)C2)CC1 (stereo not drawn),i,0,-0.1,11,1.1,x,x,0,-1
Cc1cc(F)ccc1S(=O)(=O)NCC(c1ccc2c(c1)OCO2)N1CCOCC1 (stereo not drawn),i,-9,-0.4,0,-1.5,15,4,1,-7
CC(=O)Nc1cccc(NC(C)=C(C#N)C#N)c1,i,-4,-0.1,-9,0.1,11,-4,-10,4
CCSc1nnc(NC(NC(C)=O)(C(F)(F)F)C(F)(F)F)s1,i,-4,-0.1,-9,-0.4,-10,0,-13,5
COc1ccc(S(=O)(=O)N/N=C(/C)c2ccc(Cl)cc2)cc1,i,-5,-0.7,12,0.2,-12,-2,4,-5
CCOc1ccccc1N(CC(=O)NC1CCCCC1)S(C)(=O)=O,i,1,-0.3,-9,-0.6,-3,-5,3,-2
COc1ccc(C(C(=O)Nc2ccc3c(c2)OCCO3)n2c(=O)c(-c3ccco3)nc3ccccc32)cc1 (stereo not drawn),i,x,-0.5,x,2.2,x,x,11,x
Cc1ccc(-c2cc(C(=O)N3CCN(c4ccccc4O)CC3)c3ccccc3n2)cc1,i,-3,-0.5,34,0.2,4,5,4,-8
COc1cccc2[nH]c3c(N4CCC5(CC4)OCCO5)ncnc3c12,x,-3,0.8,-3,1.8,-2,-5,-7,-17
COC(=O)c1oc2c(c1C)C(=O)CCC2,i,-5,-0.7,2,-0.3,-8,2,0,-9
C=CCSc1cc(C)nc2c(-c3ccc(Cl)cc3)c(C)nn12,x,-2,-0.2,24,-0.1,-70,1,-4,-1
O=C(COc1cccc2c1CCN(Cc1ccc(Br)cc1)C2=O)N1CCOCC1,i,0,-0.4,3,0.2,-10,-1,0,6
COc1ccc([N+](=O)[O-])cc1NC(=O)COC(=O)Cc1cc(OC)c(OC)c(OC)c1,i,-5,-0.2,15,0.6,4,-1,-18,-4
Cc1nc(C)c(CC(=O)N/N=C/c2ccc(O)cc2)c(=O)[nH]1,i,4,-0.6,-9,2.7,9,2,2,-1

# Overlap with the part before: 3 entries, then new ones.
SMILES,Neddylation inh,bovine MsrA act,TbMetRS inhib,FAS-TE inh,MsrA inhibitor,MLLE-PAM2 inh,Rin1 Abl inh,CSN inh,eLon inh
O=C(COc1cccc2c1CCN(Cc1ccc(Br)cc1)C2=O)N1CCOCC1,i,0,-0.4,3,0.2,-10,-1,0,6
COc1ccc([N+](=O)[O-])cc1NC(=O)COC(=O)Cc1cc(OC)c(OC)c(OC)c1,i,-5,-0.2,15,0.6,4,-1,-18,-4
Cc1nc(C)c(CC(=O)N/N=C/c2ccc(O)cc2)c(=O)[nH]1,i,4,-0.6,-9,2.7,9,2,2,-1
Cc1cc(NC(=O)c2cc3n(n2)C(C(F)(F)F)CC(c2ccc(Cl)c(Cl)c2)N3)no1 (stereo not drawn),i,-2,-0.2,2,0.7,-3,-3,-4,-4
CC1(C)CC(=O)C2=C(C1)NCN(Cc1ccc3c(c1)OCO3)C2,i,-1,0.2,-9,-1.2,-4,2,-2,-4
COc1ccc(C(C)=O)c(Oc2cc(NN3CCCCC3)c([N+](=O)[O-])cc2[N+](=O)[O-])c1,i,-8,-0.1,27,0.4,-20,4,1,5
N#CCCN(Cc1ccccc1)C(CCc1ccccc1)C(=O)NC1CCCCC1 (stereo not drawn),i,1,0.3,20,1.7,-9,3,2,-10
COc1ccc(S(=O)(=O)N2CCOCC2)cc1NC(=O)/C=C/c1ccc(F)cc1,i,0,0.0,8,0.4,8,1,5,-5
COCCCn1c(C)nc2c(c1=O)c1nc3ccccc3nc1n2CCc1ccccc1,x,0,-0.4,8,x,1,-1,6,-10
CC(C)(C)NCc1cc2ccccc2[nH]c1=O,i,1,0.0,-11,0.0,7,-1,0,-3
O=C(N1CCCCCC1)N1CCN(C(=O)N2CCCCC2)CC1,i,-4,0.0,-1,-0.2,-5,-1,-3,7
CC1CCN(c2c(NCC3CCC(C(=O)NCCC4=CCCCC4)CC3)c(=O)c2=O)CC1 (stereo not drawn),i,-7,0.8,17,1.4,7,-1,2,4
Cc1ccc(C(=O)C2=C(O)C(=O)N(Cc3cccnc3)C2c2ccc(OC(C)C)cc2)o1 (stereo not drawn),i,-6,-0.5,30,0.3,18,-9,-1,4
CN(C)c1nc(SCC(=O)Nc2ccccc2)nc(N2CCOCC2)n1,i,-1,-0.8,-5,-0.3,4,-3,-3,-1
O=S(=O)(Nc1cccc(-c2cn3c(n2)SCC3)c1)c1ccc(F)cc1F,i,-8,-0.6,-2,2.3,8,-1,1,7
O=C(NCc1cccc(C(F)(F)F)c1)C1CC(c2cccc(F)c2)=NO1 (stereo not drawn),i,-2,-0.2,8,0.2,-13,0,0,-1
Cc1ccc(S(=O)(=O)N2CCN(C(=O)CCn3cncn3)CC2)cc1,i,-3,0.1,-4,-0.9,-4,3,2,-4
COc1ccc(C(=O)NCC2CCCO2)cc1S(=O)(=O)NCc1ccc(Cl)cc1 (stereo not drawn),i,-6,-0.1,-10,-0.5,6,0,1,4
CNC(=O)c1c(NC(=O)c2ccc(S(=O)(=O)N3CCCc4ccccc43)cc2)sc2c1CCN(C)C2,i,-5,-0.7,-62,-1.2,-117,-2,5,-127
Cc1ccnc(Nc2nc(-c3ccccc3)cs2)c1,i,-3,-1.1,24,0.7,9,1,-1,-5
COc1ccc(/C=C(\NC(=O)c2ccccc2)C(=O)N/N=C/c2sccc2C)cc1,i,0,0.5,41,3.5,-8,-2,4,-1
CCNC(=S)N/N=C/c1cccc(C)c1,i,-3,-0.6,-11,0.4,5,1,-7,-2
